Tb PGK inh – inhibitors of T. brucei phosphoglycerate kinase; Potency, µM (doses to about 57.5 µM), for inactives: top-dose activity change, negative = inhibition, hits mostly inhibitors; P07378; PGK/GAPDH coupled, Kinase-Glo luminescence, 60 min; hit rate 0.043% among 380,000; note: potency is the fitted concentration of half-maximal effect; % is set by controls: 0 for no effect and ±100 for the full control effect; nearly all actives have a fitted effect of over 60% in size
Target sequence (P07378 whole entry, looked up): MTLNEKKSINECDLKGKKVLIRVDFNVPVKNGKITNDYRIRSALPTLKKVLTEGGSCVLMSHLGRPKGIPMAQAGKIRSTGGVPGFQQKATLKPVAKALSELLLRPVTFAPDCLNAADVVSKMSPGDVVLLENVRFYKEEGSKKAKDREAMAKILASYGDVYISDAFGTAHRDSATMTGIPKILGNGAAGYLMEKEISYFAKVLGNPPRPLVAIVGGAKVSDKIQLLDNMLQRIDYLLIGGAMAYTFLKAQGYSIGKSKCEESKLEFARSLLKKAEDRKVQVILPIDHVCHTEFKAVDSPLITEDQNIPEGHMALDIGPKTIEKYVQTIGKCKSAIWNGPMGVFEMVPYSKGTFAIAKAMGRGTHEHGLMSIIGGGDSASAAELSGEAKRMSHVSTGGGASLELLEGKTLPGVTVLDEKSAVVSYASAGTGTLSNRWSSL
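Luminescent ATP detection (Kinase-Glo Plus) follows a 60-minute room-temperature incubation, with wells lacking PGK as controls. Buffer: 100 mM TEA (pH 7.6), 5 mM MgCl2, 0.01% Tween-20. Coupling enzyme GAPDH (100 nM final) supplies unstable 1,3-BPG in-well.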
IDH1 R132H inh – blocks human mutant IDH1 R132H enzyme; O75874; IDH1-R132H enzyme, NADPH consumption, diaphorase/resazurin fluorescence; Potency, µM (series often up to 76.6 µM), without a hit: at the highest dose activity change, negative = inhibition, usual class: inhibitors; hit rate 0.093% among 390,000; note: potency is the fitted concentration of half-maximal effect; % is set by controls: 0 for no effect and ±100 for the full control effect; nearly all actives have a fitted effect of over 65% in size
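IDH1-R132H (0.5 ug/mL dispensed) in pH 7.5 Tris buffer was preincubated 30 min with compound, then given a substrate mix of 0.016 mM NADPH and 2 mM alpha-KG for 80 min at room temperature; remaining NADPH was read by diaphorase/resazurin fluorescence.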
PI4K2A inh – blocks human PI4K2A kinase activity. Q9BTU6. purified PI4K2A, ADP-Glo luminescence, 1 h; active compounds read low. activity change, negative = inhibition, % at 76.9 µM. hit rate 0.13% among 420,000; in the data active = activity change below about -50%; inconclusive = mostly about -30% to -49%;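 note: -100% = wells without enzyme as full effect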
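In this quantitative HTS, ADP production by PI4K2A was quantified luminescently after 1 h at ambient temperature; 100 microM adenosine served as plate-quality control.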
HP1b chromo inh – inhibitors of HP1-beta chromodomain binding to methylated histone tails | P83916 | AlphaScreen HP1-beta / biotin-H3K9me3 peptide binding | Potency, µM (highest dose often 114 µM), for the others: top-dose activity change, negative = inhibition, usual class: inhibitors | hit rate 0.56% among 390,000 | AID 540317; note: potency is the fitted concentration of half-maximal effect; nearly all actives have a fitted effect of over 70% in size; inactives centre near 23
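HP1-beta protein (50 nM final) preincubated 30 min at room temperature with biotinylated H3(1-18)K9me3 peptide (50 nM) in PBS pH 7.4, 0.01% Tween-20, then compound added for 30 min. AlphaScreen streptavidin donor/nickel chelate acceptor beads (10 ug/mL final), 30 min dark, luminescence read.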
GLS inh – blocks human kidney-isoform glutaminase activity | GLS enzymatic activity, qHTS titration | O94925 | Potency, µM (series often up to 45.5 µM), for inactives: top-dose activity change, negative = inhibition, most hits filed as inhibitors | hit rate 0.21% among 410,000; note: potency is the fitted concentration of half-maximal effect; % is set by controls: 0 for no effect and ±100 for the full control effect
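Assay buffer: 45 mM KH2PO4 pH 8.2, 0.02% Tween-20. hKGA acts on L-glutamine (1 mM solution added); product glutamate is reported by an oxidase/peroxidase Amplex Red coupling, with fluorescence taken at baseline and 30 min.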
TrxR1 inh – blocks rat thioredoxin reductase 1; hit rate 1% among 390,000; recombinant rTrxR1, NADPH fluorescence consumption, selenite substrate; Potency, µM (titrated, usually from 114 µM), inactives show at the top dose activity change, negative = inhibition, most hits filed as inhibitors; AID 588453; note: potency is the fitted concentration of half-maximal effect; % is set by controls: 0 for no effect and ±100 for the full control effect; nearly all actives have a fitted effect of over 65% in size
Target sequence (O89049 whole entry, looked up): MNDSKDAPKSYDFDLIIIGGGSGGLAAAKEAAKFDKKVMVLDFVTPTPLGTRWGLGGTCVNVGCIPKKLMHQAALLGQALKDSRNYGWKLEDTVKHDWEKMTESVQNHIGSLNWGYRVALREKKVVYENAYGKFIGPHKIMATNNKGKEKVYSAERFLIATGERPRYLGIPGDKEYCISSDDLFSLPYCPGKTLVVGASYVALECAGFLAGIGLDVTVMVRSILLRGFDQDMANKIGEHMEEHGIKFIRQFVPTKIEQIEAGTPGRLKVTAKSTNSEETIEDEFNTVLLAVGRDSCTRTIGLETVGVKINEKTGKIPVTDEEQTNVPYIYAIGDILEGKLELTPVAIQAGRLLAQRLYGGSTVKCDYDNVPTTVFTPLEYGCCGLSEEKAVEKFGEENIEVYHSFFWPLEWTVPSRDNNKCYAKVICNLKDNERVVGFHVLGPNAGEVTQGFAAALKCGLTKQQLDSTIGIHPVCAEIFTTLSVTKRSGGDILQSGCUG
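Rat TrxR1 (90 nM in the dispensed reagent) was pre-reduced with 400 uM NADPH for 5 min at room temperature, then incubated with compound for 15 min. After 400 uM selenite was added, NADPH fluorescence (Ex 340/Em 450 nm) was followed for 8 min.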
Pin1 inhibitor – inhibitors of human Pin1; Q13526; Pin1 FP peptide displacement, HiFluor488, 10 min; Potency, µM (doses to about 115 µM), inactives show at the top dose activity, negative = inhibition, actives largely listed as inhibitors; hit rate 0.009% among 390,000; AID 504891; active = well fitted inhibition curve with a large enough effect in the polarisation, with a control signal flat, not every such curve was filed as active; inconclusive = small, poorly fitted or top-dose-only effect, or effect the other way, or a change in a side signal; inactive = no such curve, though single readings can be large or run the other way; the % refers to the polarisation; note: potency is the fitted concentration of half-maximal effect; % is set by controls: 0 for no effect and ±100 for the full control effect
Target sequence (Q13526 whole entry, looked up): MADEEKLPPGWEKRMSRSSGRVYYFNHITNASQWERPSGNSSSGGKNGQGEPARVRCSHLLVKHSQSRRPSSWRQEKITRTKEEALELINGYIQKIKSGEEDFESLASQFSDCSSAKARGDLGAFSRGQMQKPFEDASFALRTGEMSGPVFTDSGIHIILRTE
TrxR1 substrate – substrates of rat thioredoxin reductase 1 | O89049 | purified TrxR1 substrate turnover, NADPH consumption readout | Potency, µM (highest dose often 114 µM), inactives show at the highest dose activity change, negative = substrate turnover | hit rate 0.01% among 390,000 | AID 588456; note: potency is the fitted concentration of half-maximal effect; % is set by controls: 0 for no effect and ±100 for the full control effect; nearly all actives have a fitted effect of over 50% in size
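Rat TrxR1, dispensed at 90 nM, was prereduced with 400 uM NADPH (final) for 5 min at ~22 deg C, then incubated with compound 15 min before 400 uM selenite. A first-read NADPH fluorescence drop versus no-compound background flagged substrates.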
USP1-UAF1 inh – blocks the human USP1/UAF1 deubiquitinase complex; recombinant USP1/UAF1, Ub-Rhodamine cleavage fluorescence; O94782; Potency, µM (series often up to 57.1 µM), inactives show at the top dose activity change, negative = inhibition, usual class: inhibitors; hit rate 0.23% among 390,000; note: potency is the fitted concentration of half-maximal effect; % is set by controls: 0 for no effect and ±100 for the full control effect; nearly all actives have a fitted effect of over 60% in size; inactives centre near -12
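High-throughput fluorogenic screen: 1nM USP1/UAF1 complex, Ub-Rho substrate 150nM final, 50mM HEPES pH 7.8 with 0.5mM EDTA, 0.1 mg/ml BSA, 1mM TCEP and 0.01% Tween-20.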
Active calls of the source: *; i = inactive; ? = inconclusive; · = no result given; [ ] = another dose, or the depositor's remark. Unless noted, calls come from the whole dose curve; as a rule, active = well fitted curve in the direction sought with a large enough effect; inconclusive = small, poorly fitted or top-dose-only effect, or another doubt; inactive = no such curve, though single readings can be large; an effect the other way counts as inactive or inconclusive.

USP1-UAF1 inh | IDH1 R132H inh | HP1b chromo inh | TrxR1 inh | TrxR1 substrate | Tb PGK inh | PI4K2A inh | Pin1 inhibitor | GLS inh | smiles
-3% | -1% | 22% | 11%[57.1 µM] | 6%[57.1 µM] | 0% | 0 | 3% | 2% | CCOC(=O)c1ccc(NS(=O)(=O)c2c(C)n(C)c(=O)n(C)c2=O)cc1
1% | 2% | 5% | -15% | 215%[activator] | 0% | -24 | 2% | -4% | CC1CN(c2oc(-c3ccco3)nc2C#N)CC(C)O1 (stereo unspecified)
-6% | 0% | 24% | 5% | -2% | 7% | 4 | 1% | 21% | Cc1ccc(OCC(O)Cn2c(N)nc3c2c(=O)n(C)c(=O)n3C)cc1 (stereo unspecified)
· | · | 17% | -9%[57.1 µM] | 4%[57.1 µM] | -6% | 6 | 1% | 1% | O=C(OCC#CCSc1nnc(-c2cccc3ccccc23)o1)c1cnc[nH]1
-7% | 1% | 26% | 5% | -2% | -1% | 2 | -8% | 2% | COc1ccc(C(=O)Nc2ccnn2C2CCN(CC3CC=CCC3)CC2)cc1 (stereo unspecified)
-16% | 3% | 39%[activator] | -19% | -9% | -3% | -1 | -5% | 3% | O=C(Oc1cccc(Br)c1)c1cccnc1
-19% | 14% | 2% | 44%[activator] | 101%[activator] | i | -1 | -6% | 0% | Cc1cccn2c(=O)c3cc(C(=O)NC4CCCC4)c(=N)n(C4CCCCC4)c3nc12
-4% | -2% | 34% | 2% | -5% | 3% | -3 | 1% | -1% | COc1ccc(Br)c(C(=O)OCC(=O)N2CCC(Cc3ccccc3)CC2)c1
-8% | 2% | 42%[activator] | 11% | 2% | -5% | 4 | -7% | 3% | CNS(=O)(=O)c1cccc(C(=O)OCC(=O)NCCCc2ccccc2)c1
-8% | 10% | 31% | 17% | -7% | i | 3 | 3% | 0% | CC(=O)Nc1nc2c(C)c(Cl)ccc2s1
-23% | -3% | 6% | 14% | -1% | -2% | 3 | -2% | 49%[activator] | Cc1ccc(-c2nnc(Nc3ccccc3)c3ccccc23)cc1S(=O)(=O)N1CCN(C)CC1
-1% | -4% | 31% | 13% | 5% | 2% | 5 | -11% | -2% | COCCCNC(NC(=O)c1ccc(OC)cc1)C(Cl)(Cl)Cl (stereo unspecified)
-8% | -2% | 16% | 5% | 8% | -5% | -8 | 5% | -8% | CN(CC(=O)Nc1cccnc1)S(=O)(=O)c1cc(Cl)ccc1Cl
-19% | -2% | · | · | · | 0% | -8 | · | 9% | O=c1[nH]nc(Sc2ccccc2)c(=S)[nH]1
-22% | 5% | 0% | -9% | -2% | -6% | 1 | 3% | 14% | O=C(Nc1ccc(-n2cnnn2)cc1)C1CCC1
-13% | 2% | 19% | 29%[57.1 µM] | 41% | -1% | 5 | -5% | -6% | NC(=O)c1nsc(C(=O)N(c2ccccc2)C(C(=O)NCC2CCCO2)c2ccc3ncccc3c2)c1N (stereo unspecified)
-13% | -3% | 7% | 15% | 2% | -10% | 1 | 29% | -16% | CC(Sc1nc(N2CCOCC2)c2c(c1C#N)CC(C)(C)OC2)C(=O)Nc1ccccc1 (stereo unspecified)
-13% | 4% | 41%[activator] | 8% | 4% | -3% | 1 | -4% | 2% | COc1ccc(CNc2nc3ccc(C)cc3s2)c(OC)c1OC
-13% | 0% | -12% | -11% | 0% | 5% | -2 | -3% | 4% | COc1ccc(C(=O)Nc2nc(-c3ccccn3)cs2)cc1S(=O)(=O)N1CCOCC1
-10% | 2% | 36%[activator] | -4% | -7% | -8% | 3 | 1% | 11% | CSc1nc(C)cc(-n2cc(F)c(=O)[nH]c2=O)n1
-6% | -1% | 14% | 6% | 3% | -2% | -1 | 0% | 54%[activator] | CCN(CCNC(=O)c1cccc(N2CCCC2=O)c1)c1ccccc1
-12% | -5% | 25% | -13% | -8% | 1% | 3 | 1% | 15% | CCC1CCCCN1CCCNC(=O)C1CC(=O)N(CCc2ccccc2)C1 (stereo unspecified)
-2% | 9% | 22% | 13% | -4% | -1% | 2 | 9% | 5% | Cc1ccc2nc(SCC3CCCCO3)[nH]c2c1 (stereo unspecified)
-4% | -1% | -19% | -11% | -12% | 3% | -4 | -1% | 6% | Cc1ccc2nc3c(c(Nc4ccc5c(c4)OCCO5)c2c1)CCC3
-7% | -2% | 4% | -3% | -1% | 1% | 0 | -1% | 3% | CCc1ccccc1NC(=O)Nc1cccn(Cc2ccc(F)cc2)c1=O
-17% | 3% | 26% | 5% | 3% | i | -2 | 2% | -3% | Cc1c2cnn(CC(=O)NCc3ccccc3)c(=O)c2c(C)n1Cc1cccc(Cl)c1
? | -3% | 13% | 3% | 1% | i | 0 | -1% | 6% | COc1ccccc1NC(=O)CN1CCCCCC1
-17% | 0% | 44%[activator] | 1% | -11% | 3% | 4 | 3% | 1% | O=C(COc1ccc(F)cc1)NCC(c1ccc(Cl)cc1)N1CCCCC1 (stereo unspecified)
0% | 6% | 21% | -12% | 4% | i | 4 | -2% | 1% | CCC1CCCCN1C(=O)COC(=O)c1cc(=O)[nH]c2ccccc12 (stereo unspecified)
-8% | -8% | -11% | 10%[57.1 µM] | 4%[57.1 µM] | 1% | 4 | 11% | 3% | Cc1nc(NCCc2ccccc2)sc1C(=O)O
-17% | -4% | 21% | 34% | 4% | -5% | 10 | -2% | -2% | Cc1ccc(NC(=O)C(=O)NCc2ccccn2)cc1
-21% | -11% | 44%[activator] | 9% | -2% | -8% | -1 | -9% | -2% | CC(C)(C)OC(=O)N1CCCC(C(=O)Nc2cccc(C(=O)NC3CC3)c2)C1 (stereo unspecified)
-8% | 11% | 45µM* | 23%[57.1 µM] | 4%[57.1 µM] | -5% | -6 | 0% | -14% | CN(C)C(CNc1ccc(C(F)(F)F)cc1[N+](=O)[O-])c1ccccc1 (stereo unspecified)
7.1µM* | 2% | ? | ? | -24% | -14% | 0 | ? | ? | O=C(O)CCN1C(=O)/C(=C/c2ccc(-c3nc4ccccc4s3)o2)SC1=S
-3% | 4% | 10% | 25% | 4% | -4% | -3 | 6% | 7% | Oc1ccc(Cl)cc1-c1cc(-c2cccc(Br)c2)n[nH]1
-20% | -6% | 25% | -1% | -7% | -5% | 1 | 1% | 6% | CC(C)CCNC(=O)C1CCN(S(=O)(=O)c2cccc3nsnc23)CC1
-15% | -4% | 8% | 15% | 1% | -2% | -1 | 1% | 5% | Cc1cc(NC(=O)CSc2nnc(-c3ccccc3Cl)o2)no1
? | 18% | 13µM* | -6% | -20% | -19% | -19 | ? | 69%[activator] | NS(=O)(=O)c1ccc(N/N=C/c2ccc(O)c(O)c2O)c([N+](=O)[O-])c1
-4% | -2% | -2% | 18% | -3% | 2% | 7 | -2% | 0% | COC(=O)c1cc(=O)n(Cc2ccc(F)cc2)c(=Nc2ccccc2)s1
-2% | 9% | 32% | 11%[57.1 µM] | 19%[57.1 µM] | -9% | -7 | -4% | -1% | Cc1cc(C)n(-c2nc3ccccc3[nH]c2=O)n1
-17% | -4% | 28% | -1% | 1% | -7% | 4 | 0% | -2% | O=C(NCc1cccs1)C(=O)NCC1OCCCN1S(=O)(=O)c1ccc(F)cc1 (stereo unspecified)
-7% | 5% | 23% | 4%[57.1 µM] | 9%[57.1 µM] | 3% | 7 | 2% | -1% | COc1ccc(C(=O)NCc2nnc(SCC(=O)c3ccccc3)n2C)cc1
-4% | 0% | 2% | -11% | -12% | 7% | -4 | -3% | 0% | O=C1c2ccccc2S(=O)(=O)c2cc(C(=O)N(c3ccccn3)c3ccccn3)ccc21
-21% | -3% | 33% | 5% | -4% | 0% | 4 | -4% | 0% | COc1cc(NC(=O)c2ccc(CNc3c(N4CCOCC4)c(=O)c3=O)cc2)cc(OC)c1
-13% | 3% | 20% | 26% | -3% | · | -1 | -1% | -2% | CCCNC(=O)Nc1ccccc1SC
-24% | 3% | 50%[activator] | 9% | 1% | -5% | -4 | -1% | 1% | CCOC(=O)c1cccc(NS(=O)(=O)Cc2ccccc2)c1
-14% | 2% | 17% | 11% | 3% | -1% | 2 | 0% | 35%[activator] | COc1ccc(C2CC(C(F)(F)F)n3ncc(C(=O)Nc4cccc(O)c4)c3N2)cc1OC (stereo unspecified)
-29% | 4% | 31% | 15%[57.1 µM] | -6% | -3% | -1 | -8% | -3% | O=C(CSc1nncn1-c1ccccc1)Nc1ccccc1
-4% | 4% | 12% | 11%[57.1 µM] | 9%[57.1 µM] | -1% | 1 | -3% | 1% | O=c1c2ccccc2nc2n1CCO2

Rewritten as a markdown table: entries from further up.
| Compound | USP1-UAF1 inh | IDH1 R132H inh | HP1b chromo inh | TrxR1 inh | TrxR1 substrate | Tb PGK inh | PI4K2A inh | Pin1 inhibitor | GLS inh |
| --- | --- | --- | --- | --- | --- | --- | --- | --- | --- |
| COc1ccc(C(=O)Nc2ccnn2C2CCN(CC3CC=CCC3)CC2)cc1 (stereo unspecified) | -7% | 1% | 26% | 5% | -2% | -1% | 2 | -8% | 2% |
| CCC1CCCCN1C(=O)COC(=O)c1cc(=O)[nH]c2ccccc12 (stereo unspecified) | 0% | 6% | 21% | -12% | 4% | i | 4 | -2% | 1% |
| COc1ccc(C(=O)NCc2nnc(SCC(=O)c3ccccc3)n2C)cc1 | -7% | 5% | 23% | 4%[57.1 µM] | 9%[57.1 µM] | 3% | 7 | 2% | -1% |

An excerpt; rates above refer to the full screens.
